Screens: PubChem BioAssay, several laboratories
NTR1 ag: NTR1-driven beta-arrestin-GFP spot formation – imaging, U2OS cells, high content, primary screen (AID 493036) | P30989 | agonist mode | activation, % at 20 µM | 0.17% of 330,000 active;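 active means activation at or above 40% of the spot to cytoplasm intensity ratio, with at least 20 cells analyzed; inconclusive means wells under 20 cells, flagged as cytotoxic or low count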;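 further: 0% = DMSO without peptide and 100% = 100 nM NTR1 peptide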
Target sequence (P30989 whole entry, looked up): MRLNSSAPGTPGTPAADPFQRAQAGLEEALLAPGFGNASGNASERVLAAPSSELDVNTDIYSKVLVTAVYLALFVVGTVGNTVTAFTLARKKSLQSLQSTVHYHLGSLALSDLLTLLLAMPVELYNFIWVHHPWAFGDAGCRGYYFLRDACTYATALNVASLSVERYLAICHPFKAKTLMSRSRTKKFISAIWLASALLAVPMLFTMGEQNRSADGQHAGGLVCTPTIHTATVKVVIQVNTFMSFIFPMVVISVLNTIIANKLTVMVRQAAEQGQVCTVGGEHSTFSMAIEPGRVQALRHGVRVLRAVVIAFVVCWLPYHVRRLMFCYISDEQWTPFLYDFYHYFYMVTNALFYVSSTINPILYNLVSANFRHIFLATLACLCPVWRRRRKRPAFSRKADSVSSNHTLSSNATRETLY
Myeloid diff MLP: compounds promoting myeloid differentiation. ER-HoxA9 myeloid progenitors, lysozyme-GFP differentiation, flow cytometry. calls only at 10 µM. 1% of 360,000 active. AID 624256;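 active means normalized GFP-positive differentiation at or above the plate's own cutoff, the solvent-only control mean plus 3 SD; inconclusive means no clear call, values can overlap the other calls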;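 further: cells exposed to compound for four days before flow analysis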
MgcRacGAP inhibition: MgcRacGAP GTPase-activating activity inhibitors, confirmation, biochemical, ADP Hunter fluorescence. MgcRacGAP-stimulated Rac1 GTP hydrolysis, ADP Hunter fluorescence; higher % means a stronger effect; GST-tagged Rac1 F28L mutant substrate. 0.6% of 340,000 active. inhibition, % at 30 µM, or IC50 in µM where a hit was titrated. AID 624330;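 active means first-screen hits whose inhibition reached a set limit at any dose in the follow-up dose series; inconclusive means inhibition above the set first-screen limit but never retested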;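 further: fluorescence reports GDP produced by GAP-driven GTP hydrolysis; strong numbers were not always called active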
LYP inhibition: inhibitors of LYP phosphatase, biochemical, fluorescence intensity, uHTS (AID 1779) | recombinant LYP phosphatase, fluorescence intensity; higher % means a stronger effect | one-dose inhibition, % at 11.5 µM; IC50 in µM for titrated hits | 0.054% of 290,000 active; in the data active means inhibition above about 50%;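 further: plate controls were vehicle with enzyme for no effect and no enzyme for full effect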
SIAH1 antagonists: Siah-1 peptide-binding antagonists, primary screen, biochemical, fluorescence polarization, rhodamine-plectin, uHTS (AID 1817); 0.02% of 290,000 active; one-dose displacement, % at 20 µM; IC50 in µM for titrated hits; Siah-1 / rhodamine-plectin peptide fluorescence polarization; higher % means a stronger effect;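 active means displacement of at least 50% at 20 µM, with a fluorescence ratio check between 0.3 and a set limit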;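 further: plate controls were Siah plus tracer with DMSO for no effect and tracer alone without Siah for full effect; strong numbers were not always called active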
PhoP inhibition: inhibitors of PhoP regulon expression, primary screen, Salmonella Typhimurium, GFP reporter (AID 1863); S. Typhimurium PhoP-regulated promoter GFP reporter, 4 h; higher % means a stronger effect; one-dose inhibition, % at 50 µM; IC50 in µM for titrated hits; 0.16% of 300,000 active;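 active means inhibition over 29.93%, a cutoff 3 SD above the screen mean, later confirmed by dose response; inconclusive means inhibition over 29.93% but no dose response follow-up; inactive means inhibition at most 29.93% or unconfirmed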;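 further: 0% = low Mg2+ inducing control and 100% = high Mg2+ repressing control; strong numbers were not always called active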
HIV fusion peptide: cell-free HIV fusion peptide-binding blockers – biochemical, uHTS, fluorescence dequenching, primary screen (AID 1986). inhibition, % at 20 µM; hits with a dose series show IC50 in µM. cell-free peptide binding, fluorescence dequenching, 30 min; higher % means a stronger effect. 0.3% of 290,000 active; in the data active means inhibition mostly above about 52%, no sharp cut-off; inactive means mostly below about 76%; further: some results filed as inactive read as strong as hits
GPR55 LPI antagonism: inhibition of LPI-stimulated GPR55 beta-arrestin translocation – imaging, U2OS, beta-arrestin-GFP, LPI agonist, primary screen (AID 2013). U2OS GPR55 beta-arrestin-GFP translocation imaging, LPI antagonism; higher % means a stronger effect. inhibition, % at 10 µM, or IC50 in µM where a hit was titrated. 0.13% of 290,000 active;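 active means spots per cell inhibited over 60%, with over 100 cells counted and total cytoplasm intensity under 500,000; inconclusive means wells with under 100 cells, flagged as likely toxic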;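 further: U2OS cells stably carrying GPR55 and arrestin-GFP stimulated by 5 µM LPI near EC80; imaged beta-arrestin-GFP aggregate spots per cell after agonist stimulation; plate controls were LPI-stimulated DMSO wells for no effect and DMSO wells without LPI for full effect; some results filed as inactive read as strong as hits; confirmed hits need IC50 under 10 µM and bright autofluorescent wells are also inconclusive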
GPR35 antagonists: inhibition of zaprinast-stimulated GPR35 beta-arrestin translocation – imaging, U2OS, beta-arrestin-GFP, zaprinast agonist, primary screen (AID 2058); U2OS GPR35 beta-arrestin-GFP translocation imaging, zaprinast antagonism; higher % means a stronger effect; inhibition, % at 10 µM; hits with a dose series show IC50 in µM; 0.052% of 290,000 active;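 active means inhibition of at least 50% with at least 30 cells and total cytoplasm GFP at most 10,000,000; inconclusive means under 30 cells or total GFP of 10,000,000 plus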
NTR1 ag cell count 20 µM: second read-out of NTR1 ag, no call of its own (marks repeat the call); cell count; measured here: cell count, cytotoxicity flag
Myeloid diff MLP GFP+ MAC1+ %: also measured in Myeloid diff MLP; calls as there; GFP+ MAC1+ double positive, %; measured here: differentiation confirmed by MAC1 staining
An asterisk follows results filed as active; i = inactive; u = inconclusive; x = no result given.

| mol | Myeloid diff MLP | NTR1 ag cell count 20 µM | LYP inhibition | PhoP inhibition | GPR35 antagonists | HIV fusion peptide | SIAH1 antagonists | GPR55 LPI antagonism | NTR1 ag | MgcRacGAP inhibition | Myeloid diff MLP GFP+ MAC1+ % |
| --- | --- | --- | --- | --- | --- | --- | --- | --- | --- | --- | --- |
| O=[N+]([O-])c1ccc(N2CCCCCC2)c(S(=O)(=O)N2CCCCC2)c1 | i | 61 | -4.9% | 10.1% | -9.5% | -2.2% | 2.2% | 25.8% | 3.7 | 2.9% | 0.4 |
| COC(=O)[C@@](C)(O)C1(C(=O)SC(C)(C)C)CC1 | i | 86 | x | -5.6% | x | x | x | x | -0.7 | 5.8% | 1.4 |
| CN(C)/C(=N\S(=O)(=O)c1ccccc1)c1ccc([N+](=O)[O-])cc1 | i | 88 | -9.2% | -8.2% | 12.5% | 0.3% | 3.0% | 4.8% | 0.8 | 3.8% | 1.3 |
| CCc1nnc(SCC(=O)Nc2nc(C)c(C(=O)N(C)C)s2)n1CC | i | 48 | -5.1% | -6.8% | -5.1% | 2.0% | 0.5% | -1.8% | 0.4 | 5.9% | 1.6 |
| N#CC1=C(N)Oc2cc(N)ccc2C1c1ccsc1 (configuration not stated) | i | 46 | 1.0% | -5.3% | -8.1% | 9.0% | 0.3% | 16.0% | 0.0 | 2.5% | 0.7 |
| CCCCn1c(N)c(N(CCC(C)C)C(=O)c2ccc(N3CCCC3=O)cc2)c(=O)[nH]c1=O | i | 62 | x | 2.3% | x | x | x | x | -0.5 | 6.0% | 0.5 |
| CCc1cccc(NC(=O)c2sc3nc4n(c(=O)c3c2C)CCC4)c1 | i | 53 | -7.1% | 2.1% | 8.5% | 0.4% | 0.7% | 6.3% | 2.8 | 2.5% | 1.3 |
| CCCN1C(=O)S/C(=C/c2ccc(N3CCOCC3)o2)C1=O | u | 42 | -9.3% | -40.6% | 31.1% | 14.5% | -1.2% | 25.7% | -2.4 | 42.9% | x |
| O=C(NCCOc1ccccc1)C1CCC(=O)N(CCc2ccc(Cl)cc2)C1 (configuration not stated) | i | 55 | -10.6% | 1.6% | -8.0% | -1.4% | -4.5% | 0.7% | 1.3 | 4.0% | 0.6 |
| O=C(O)c1ccc(C[n+]2c(-c3ccccc3)csc2Nc2ccccc2)cc1 | i | 78 | 2.0% | -31.0% | 11.6% | 33.8% | -0.1% | 8.1% | -0.6 | 10.5% | 0.1 |
| Cc1ccc(C(=O)Oc2coc(CSc3nnc(NC(=O)C4CC4)s3)cc2=O)cc1C | i | x | 3.7% | -0.8% | 9.7% | 5.0% | 16.4% | 4.5% | x | 3.6% | 0.8 |
| Cc1ccc(C(=O)OCC(=O)NCCC2=CCCCC2)s1 | i | 78 | 3.3% | -4.8% | 2.8% | -0.9% | 0.0% | -1.3% | -0.9 | 2.9% | 0.5 |
| CCC(=O)Nc1ccc(-c2nc3ccccc3c(=O)o2)cc1 | i | 94 | -6.0% | 5.3% | -0.4% | 3.5% | 14.2% | 11.7% | 3.0 | -4.0% | 0.1 |
| O=C(Cc1ccccc1[N+](=O)[O-])NCCCc1ccccc1 | i | 57 | -4.6% | -8.1% | 10.7% | -1.2% | 5.1% | -29.0% | -0.9 | 6.2% | 0.5 |
| COc1ccc2cc(-c3csc(-c4cccnc4)n3)ccc2c1 | i | 41 | -1.9% | 8.1% | -1.9% | 1.3% | 3.8% | -8.9% | -0.6 | 9.4% | 0.9 |
| CCOc1ccc(-n2c(SCC(=O)N3CCc4ccccc43)nnc2-c2c[nH]c3ccccc23)cc1 | i | 54 | 0.7% | -9.7% | -2.7% | 1.3% | 23.8% | 14.5% | -1.4 | 4.2% | 2.2 |
| COc1ccc(NC(=O)C(=O)Nc2cccc3cccnc23)cc1OC | i | 61 | 0.6% | -3.4% | -6.4% | -1.3% | 2.7% | 7.8% | 1.3 | 6.0% | 0.5 |
| CCOc1ccccc1N(CC(=O)Nc1cc(OC)ccc1OC)S(=O)(=O)c1ccccc1 | i | 60 | -1.3% | 6.2% | -11.0% | -0.1% | 3.6% | -7.3% | 5.0 | 8.0% | 0.3 |
| N/C(=N\OC(=O)c1cccc(Br)c1)c1ccc([N+](=O)[O-])cc1 | i | 53 | -7.3% | -7.2% | 0.4% | -0.6% | 2.7% | -3.5% | 1.0 | 2.8% | 0.0 |
| COc1cc(/C=N/NC(=O)c2cc3ccccc3[nH]2)ccc1O | i | 112 | -9.5% | 22.4% | -5.7% | -2.0% | -7.1% | 4.4% | -1.0 | 17.8µM* | 0.5 |
| CC(=O)c1ccc(Oc2ccc(C(=O)c3ccc(C)c(C)c3)cc2[N+](=O)[O-])cc1 | i | 55 | -1.8% | -3.6% | -17.8% | 0.3% | -2.9% | -6.4% | 2.0 | 5.4% | 0.6 |
| CCOc1ccc2nc(COC(=O)c3ccncc3)c(C(=O)c3ccccc3)[n+]([O-])c2c1 | i | 42 | -8.7% | -8.5% | 0.4% | -0.4% | 20.1% | -2.8% | 0.2 | x | 0.6 |
| COc1ccc(-c2cn(-c3cccc(C)c3)c(=O)[nH]2)cc1OC | i | 102 | -6.2% | 3.1% | 2.6% | 4.9% | -4.7% | 9.9% | -1.8 | 18.3% | 0.5 |
| CC(=O)c1cccc(NC(=O)Cn2cc3c(n2)CCCC3)c1 | i | 57 | -5.5% | 5.5% | -4.7% | -1.6% | 2.6% | 11.0% | -2.3 | 1.0% | 1.8 |
| COC(=O)C1=CN(c2cccc(C(F)(F)F)c2)C=C(C(=O)OC)C1c1ccc(O)c(OC)c1 | i | 77 | -1.2% | 3.1% | -3.5% | -2.1% | -3.2% | -10.5% | 4.4 | 5.9% | 0.1 |
| COCCN(C)C(=O)CC1C(=O)NCCN1CC(c1ccccc1)c1ccccc1 (configuration not stated) | i | 80 | -6.5% | 5.9% | 27.5% | 0.6% | 13.1% | -4.1% | -0.7 | 6.8% | 0.1 |
| CC(NC(=O)CCNC(=O)N1CCn2c1nc1ccccc12)c1ccccc1 (configuration not stated) | i | 59 | -5.6% | -10.1% | -4.9% | 1.1% | 0.5% | 6.8% | 0.8 | 6.6% | 1.8 |
| COc1ccc(-c2csc3nc(-c4ccccc4OC)oc(=O)c23)cc1 | i | 86 | -2.9% | -7.0% | -27.5% | 0.4% | -6.0% | 2.6% | 3.1 | 13.4% | 0.7 |
| Cc1nc2ccc(Cl)cn2c1C(=O)NN | i | 35 | -5.7% | -2.8% | 15.7% | -3.7% | -1.2% | 4.1% | 1.5 | -1.0% | 0.4 |
| O=C(c1cc2ccccc2cc1O)N1CCCC(C(F)(F)F)C1 (configuration not stated) | i | 59 | -3.6% | 8.2% | 4.6% | -1.1% | -6.0% | -30.6% | -0.6 | 1.4% | 1.1 |
| Cc1ccc(NC(=O)N2CCCC(C(=O)O)C2)cc1 (configuration not stated) | i | 71 | -3.3% | -9.7% | -6.1% | -0.6% | 3.9% | 7.4% | 0.4 | 2.5% | 0.4 |
| Cc1ccc(N(CC(=O)NCC2CCCO2)C(=O)Cn2nnc(-c3cccs3)n2)cc1 (configuration not stated) | i | 30 | -6.0% | 3.0% | 8.7% | -0.8% | -2.5% | -7.3% | -1.1 | 8.0% | 0.2 |
| O=c1[nH]nc(C(F)(F)F)c2nnn(Cc3ccccc3Cl)c12 | i | 59 | -6.8% | 5.5% | -3.6% | 2.2% | 8.1% | 5.0% | 1.0 | 6.2% | 0.7 |
| CCOC(=O)c1c(C)[nH]c(C(=O)N2CCN(c3ccc(OC)cc3)CC2)c1C | i | 27 | -1.1% | 2.1% | -1.2% | -1.3% | -0.5% | -15.0% | 1.8 | 13.2% | 0.2 |
| CCn1ncc(/C=N\NC(=O)c2csc3ccccc23)c1C | i | 53 | -4.9% | -8.2% | 8.0% | 0.6% | 2.1% | 10.3% | -0.7 | 9.7% | 0.0 |
| Cc1ccc(-n2c(C)nnc2SCC(=O)NNC(=O)c2ccco2)cc1 | i | 41 | -6.6% | -9.8% | -1.1% | -0.7% | 34.1% | -6.4% | 0.2 | 9.2% | 0.4 |
| COc1ccc(NC(=O)Nc2nnc(-c3ccncc3)s2)cc1 | i | 29 | -2.5% | -3.8% | -4.5% | -1.0% | 19.7% | 8.3% | -2.7 | 6.5% | 0.4 |
| O=C1Nc2ccccc2OC1CC(=O)N1CCN(c2cccc(C(F)(F)F)c2)CC1 (configuration not stated) | i | 62 | -2.2% | 1.0% | 3.9% | 1.4% | -1.7% | 13.4% | 1.1 | 4.8% | 7.9 |
| Cc1cc(C)n(C(=O)c2ccc([N+](=O)[O-])c(Cl)c2)n1 | i | 58 | -5.7% | -5.4% | 17.2% | -2.0% | -8.9% | 6.5% | 1.2 | 7.2% | 0.8 |
| CC(C)(O)CNC(=O)C(Cc1ccccc1)N1C(=O)c2ccccc2C1=O (configuration not stated) | i | 96 | -2.0% | -7.3% | -8.0% | -0.6% | 3.6% | 8.3% | -0.8 | x | 0.5 |
| CCn1c(O)c(C2=c3ccccc3=NC2=O)c2cc(Br)ccc21 | x | 46 | -11.5% | 0.0% | 2.1% | -2.1% | -6.9% | 2.1% | 6.8 | x | x |
| O=C(Nc1ccc(N2CCN(C(=O)C3CC3)CC2)cc1)c1cccs1 | i | 97 | 3.7% | 2.7% | 9.6% | -1.0% | -4.3% | 9.3% | -2.0 | 9.2% | 0.4 |
| Cc1c(CC(=O)N2CCN(C(=O)C3COc4ccccc4O3)CC2)c(=O)oc2cc(O)cc(O)c12 (configuration not stated) | i | 61 | -9.5% | -2.1% | 15.2% | 5.4% | 7.1% | 13.3% | -0.4 | 9.5% | 0.0 |
| Cc1ccc(C2=NS(=O)(=O)N(C)C(C(=O)Nc3cc(C)n(CC(=O)N4CCC(C)CC4)n3)=C2)cc1 | i | 65 | -3.9% | 10.7% | -8.9% | 0.5% | -1.3% | -8.5% | 0.4 | 9.4% | 3.8 |
| O=C(c1ccco1)N1CCN(S(=O)(=O)c2ccc3c(c2)CCN3C(=O)C2CC2)CC1 | i | 84 | -7.5% | -12.6% | -9.2% | -2.4% | -7.5% | 8.4% | 1.1 | 3.2% | 0.7 |
